# RGS4 inh = Inhibitors of Regulator of G Protein Signaling (RGS) 4: qHTS; Regulator of G-protein signaling 4 (Homo sapiens), P49798; Potency, µM (doses to about 114 µM), for inactives: at the top dose activity change, negative = inhibition, hits mostly inhibitors; Transcreener GDP fluorescence polarization, RGS4-accelerated GTP hydrolysis; 390,000 compounds, 0.039% hits; also: % is scaled to controls: 0 for no effect and ±100 for the full control effect; nearly all actives have a fitted effect of over 75% in size; some results filed as inactive show a strong effect at the top dose
#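 MLSMR compounds (23 nl, pin-transferred) preincubated 10 min at room temperature with a 500nM (2x) first reagent, then RGS4 at 900nM (2x) plus Transcreener GDP mix added; fluorescence polarization (620/688 nm) read before and after 90 min at 30 °C.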
# JMJD2A Tudor inh = qHTS Assay for Inhibitors of JMJD2A-Tudor Domain | AlphaScreen JMJD2A-Tudor / H3K4me3 peptide binding | Potency, µM (highest dose often 114 µM), for inactives: at the highest dose activity change, negative = inhibition, actives largely listed as inhibitors | 390,000 compounds, 4.4% hits; also: % is scaled to controls: 0 for no effect and ±100 for the full control effect; nearly all actives have a fitted effect of over 50% in size
# ERG Ets-DNA blk = qHTS for Small Molecule Inhibitors of the ERG Ets/DNA interaction; Potency, µM (top dose mostly 76.9 µM), without a hit: at the highest dose FP activity, negative = inhibition, actives largely listed as inhibitors; 370,000 compounds, 0.028% hits; fluorescence polarization, His-ERG Ets domain / labelled DNA; AID 624246, 2012; Transcriptional regulator ERG (Homo sapiens), P11308; active = well fitted inhibition curve with a large enough effect in the polarisation, with a control signal flat; inconclusive = small, poorly fitted or top-dose-only effect, or effect the other way, or a change in a side signal; inactive = no such curve, though single readings can be large or run the other way; the % refers to the polarisation;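 also: polarization taken with two DNA probes labelled with fluorescein and Texas red; % of control where 0% means no effect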
#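 His-tagged ERG Ets domain (1 uM in the protein solution; 300mM KCl, 50mM Tris-HCl, 1mM EDTA, 1mM DTT, pH 7.5) received compound, then a probe mix of 5 nM fluorescein-DNA and 100nM Texas-615-DNA. Fluorescence polarization was read for both dyes.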
# Pin1 inhibitor = qHTS Assay to Find Inhibitors of Pin1. Potency, µM (top dose mostly 115 µM), for inactives: at the top dose activity, negative = inhibition, most hits filed as inhibitors. Pin1 FP peptide displacement, HiFluor488, 10 min. Peptidyl-prolyl cis-trans isomerase NIMA-interacting 1 (Homo sapiens), Q13526. AID 504891, 2011. 390,000 compounds, 0.009% hits; active = well fitted inhibition curve with a large enough effect in the polarisation, with a control signal flat, not every such curve was filed as active; inconclusive = small, poorly fitted or top-dose-only effect, or effect the other way, or a change in a side signal; inactive = no such curve, though single readings can be large or run the other way; the % refers to the polarisation; also: % is scaled to controls: 0 for no effect and ±100 for the full control effect
# Target sequence (Q13526 whole entry, looked up): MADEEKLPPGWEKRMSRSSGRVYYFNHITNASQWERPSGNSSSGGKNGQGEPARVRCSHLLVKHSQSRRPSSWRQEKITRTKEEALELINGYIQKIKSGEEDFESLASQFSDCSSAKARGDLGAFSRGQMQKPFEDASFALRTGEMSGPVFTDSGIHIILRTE
# rTrxR1 inhibitor = qHTS Assay for Inhibitors of Mammalian Selenoprotein Thioredoxin Reductase 1 (TrxR1): qHTS. Potency, µM (titrated, usually from 114 µM), without a hit: top-dose activity change, negative = inhibition, most hits filed as inhibitors. recombinant rTrxR1, NADPH fluorescence consumption, selenite substrate. Thioredoxin reductase 1, cytoplasmic (Rattus norvegicus), O89049. 390,000 compounds, 1% hits; also: % is scaled to controls: 0 for no effect and ±100 for the full control effect; nearly all actives have a fitted effect of over 65% in size
#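 Rat TrxR1 (90 nM in the dispensed reagent) was pre-reduced with 400 uM NADPH for 5 min at room temperature, then incubated with compound for 15 min. After 400 uM selenite was added, NADPH fluorescence (Ex 340/Em 450 nm) was followed for 8 min.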
# PGK inhibitor = qHTS Assay to Find Inhibitors of Phosphoglycerate Kinase; Phosphoglycerate kinase, glycosomal (Trypanosoma brucei brucei), P07378; PGK/GAPDH coupled, Kinase-Glo luminescence, 60 min; Potency, µM (top dose mostly 57.5 µM), for inactives: top-dose activity change, negative = inhibition, actives largely listed as inhibitors; 380,000 compounds, 0.043% hits; also: % is scaled to controls: 0 for no effect and ±100 for the full control effect; nearly all actives have a fitted effect of over 60% in size
#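 Luminescent ATP detection (Kinase-Glo Plus) follows a 60-minute room-temperature incubation, with wells lacking PGK as controls. Buffer: 100 mM TEA (pH 7.6), 5 mM MgCl2, 0.01% Tween-20. Coupling enzyme GAPDH (100 nM final) supplies unstable 1,3-BPG in-well.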
# HP1b chromo inh = HTS for Inhibitors of HP1-beta Chromodomain Interactions with Methylated Histone Tails; Chromobox protein homolog 1 (Homo sapiens), P83916; AlphaScreen HP1-beta / biotin-H3K9me3 peptide binding; Potency, µM (doses to about 114 µM), for the others: top-dose activity change, negative = inhibition, hits mostly inhibitors; 390,000 compounds, 0.56% hits; AID 540317, 2011; also: nearly all actives have a fitted effect of over 70% in size; inactives centre near 23
# Target sequence (P83916 whole entry, looked up): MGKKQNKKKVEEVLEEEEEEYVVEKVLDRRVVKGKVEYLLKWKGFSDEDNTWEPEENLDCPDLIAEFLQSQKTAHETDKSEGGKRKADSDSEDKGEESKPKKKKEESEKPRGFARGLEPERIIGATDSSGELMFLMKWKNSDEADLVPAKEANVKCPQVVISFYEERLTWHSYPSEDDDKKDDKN
#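 HP1-beta protein (50 nM final) preincubated 30 min at room temperature with biotinylated H3(1-18)K9me3 peptide (50 nM) in PBS pH 7.4, 0.01% Tween-20, then compound added for 30 min. AlphaScreen streptavidin donor/nickel chelate acceptor beads (10 ug/mL final), 30 min dark, luminescence read.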
# ALOX12 inh = Primary qHTS assay for inhibitors of human arachidonate 12S-lipoxygenase (ALOX12): Round 2; Polyunsaturated fatty acid lipoxygenase ALOX12 (Homo sapiens), P18054; purified 12hLO, xylenol orange hydroperoxide absorbance; Potency, µM (series often up to 108 µM), inactives show top-dose activity change, negative = inhibition, hits mostly inhibitors; 580,000 compounds, 1.1% hits; also: % is scaled to controls: 0 for no effect and ±100 for the full control effect
#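 Purified human 12hLO at 150 nM in 25 mM Hepes, 0.01% Triton X-100, pH 7.0, preincubated 15 min at room temperature with compound. Reaction started with 40 uM arachidonic acid, 30 min at room temperature. Hydroperoxide measured by Fe-xylenol orange, 573/405 nm absorbance ratio.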
# GLS inhibitor = qHTS for Inhibitors of Glutaminase (GLS). GLS enzymatic activity, qHTS titration. Potency, µM (highest dose often 45.5 µM), inactives show at the top dose activity change, negative = inhibition, actives largely listed as inhibitors. 410,000 compounds, 0.21% hits; also: % is scaled to controls: 0 for no effect and ±100 for the full control effect
# Target sequence (O94925 whole entry, looked up): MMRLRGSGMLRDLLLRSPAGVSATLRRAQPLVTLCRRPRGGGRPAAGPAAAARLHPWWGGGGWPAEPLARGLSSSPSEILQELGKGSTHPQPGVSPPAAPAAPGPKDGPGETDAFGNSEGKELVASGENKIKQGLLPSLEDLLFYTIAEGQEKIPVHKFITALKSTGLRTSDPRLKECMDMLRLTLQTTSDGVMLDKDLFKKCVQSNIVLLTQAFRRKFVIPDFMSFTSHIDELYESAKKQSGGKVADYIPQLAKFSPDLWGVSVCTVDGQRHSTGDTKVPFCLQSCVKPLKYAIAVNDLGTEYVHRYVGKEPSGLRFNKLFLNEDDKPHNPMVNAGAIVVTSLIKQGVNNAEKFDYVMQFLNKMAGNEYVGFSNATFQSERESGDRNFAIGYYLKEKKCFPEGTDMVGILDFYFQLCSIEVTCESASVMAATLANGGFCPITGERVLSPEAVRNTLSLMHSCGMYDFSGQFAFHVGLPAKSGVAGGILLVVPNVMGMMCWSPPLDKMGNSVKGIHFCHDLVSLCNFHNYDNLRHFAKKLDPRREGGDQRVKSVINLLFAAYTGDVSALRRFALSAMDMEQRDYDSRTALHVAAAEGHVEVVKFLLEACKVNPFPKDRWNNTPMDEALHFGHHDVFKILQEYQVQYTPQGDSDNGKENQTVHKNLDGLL
#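 Read-out is an Amplex red fluorescence increase coupled through glutamate oxidase and HRP, measured before and after 30 min room-temperature incubation. hKGA is in 45 mM KH2PO4 (pH 8.2) with 0.02% Tween-20; glutamine added as 1mM solution.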
# * marks the source's active call; other numbers are inactive results; i = inactive; ? = inconclusive; nt = no result given; & = joins results of further samples; [ ] = another dose, or the depositor's remark. Unless noted, calls follow the shape of the dose curve; as a rule, active = well fitted curve in the direction sought with a large enough effect; inconclusive = small, poorly fitted or top-dose-only effect, or another doubt; inactive = no such curve, though single readings can be large; an effect the other way counts as inactive or inconclusive. Potency is read from the fitted curve at half-maximal effect. Only part of the results is shown, so the mix of outcomes need not match the whole.
# Second line of a record – RGS4 inh	JMJD2A Tudor inh	ERG Ets-DNA blk	Pin1 inhibitor	rTrxR1 inhibitor	PGK inhibitor	HP1b chromo inh	ALOX12 inh	GLS inhibitor
CCn1c(SCC(=O)O)nnc1-c1cc2c(C)nn(-c3ccccc3)c2s1
→ -3%	-26%	2%	-3%	-8%	-11%	23%	25%	12%
O=C(CCC(=O)N1CCN(C2CCCCC2)CC1)Nc1nnc(C(F)(F)F)s1
→ 16%	-9%	2%	1%	-10%	0%	38%	0%	13%
COc1cc(/C=N/NC(=O)c2ccncc2)ccc1OC(=O)c1cccc(F)c1
→ -12%	-5%	12%	0%	-4%	-6%	23%	483%[activator]	-9%
O=C(Cc1ccc(-n2c(=O)[nH]c3ccccc3c2=O)cc1)N1CCN(c2ccccc2)CC1
→ 28%	-1%	1%	-1%	28%	0%	20%	13%	18%
Cc1ccc(-n2c(=O)c3c(c4cc(C)ccc4n3C)n(CC(=O)c3ccc(Cl)cc3)c2=O)cc1
→ -3%	-4%	0%	1%	6%	i	30%[activator]	-11%	-5%
CNC(=S)Nc1ccc(C23CC4CC(CC(C4)C2)C3)cc1
→ -16%	?	3%	11%	24%	3%	-1%	45µM*	-3%
CCOc1ccc(CCNC(=O)c2cn(C)c3ccc(S(=O)(=O)N4CCOCC4)cc3c2=O)cc1OCC
→ -11%&-6%	-18%&-26%	-3%&0%	1%&-2%	-3%&-2%	-3%&7%	22%&5%	29%&-20%	-9%&-1%
COc1cccc(/C=C/C(=O)OCC(=O)c2ccccc2)c1OC
→ -19%	24%	-4%	-2%	72%[activator]	-8%	101%[activator]	5%	-1%
CC1CCCCN1CCNC(=O)c1ccc2c(=O)n(CCc3ccccc3)c(=O)[nH]c2c1 (stereo unspecified)
→ 28%	-9%	6%	9%	17%[57.1 µM]	-2%	49%[activator]	-17%	22%
COc1ccccc1CN1CC(C(=O)NCc2nccn2C)CCC1=O (stereo unspecified)
→ -54%[56.9 µM]	?	2%	6%	13%[57.1 µM]	-4%	21%	-20%	-1%
COc1ccc(O)c(/C=N/NC(=O)c2c(C)nnn2-c2nonc2N)c1
→ -35%	?	-3%	55%[activator]	17%[57.1 µM]	-4%	17%	-4%	-8%
COc1ccccc1CN1CC(C(=O)NCc2cc(C)on2)CCC1=O (stereo unspecified)
→ 1%	4%	23%	2%	-1%	1%	26%	318%[activator]	1%
Nc1ccccc1C(=O)N1O[C@@H]2C=C[C@H]1CC2
→ -17%	-2%	-6%	-5%	9%	-4%	29%	3%	-2%
Cc1ccc(-n2c(SCC(=O)Nc3c(C)cccc3C)nc(O)c(C)c2=O)cc1
→ 7%	4%	1%	8%	36%	7%	35%	-1%	-1%
Cc1c(C)c2ccc(OCC(=O)Nc3ccc(N4CCC(C)CC4)cc3)cc2oc1=O
→ 6%[11.4 µM]	?	6%	17%	14%	10%	29%	2%	-2%
Cc1ccccc1CNC(=O)CCCn1nc(C)c2sc3ccccc3c2c1=O
→ -1%	-7%	1%	39%[activator]	32%	-1%	48%[activator]	-18%	8%
CCCCCCCCNc1nc(Cl)nc(NCc2ccco2)n1
→ -10%	-8%	-6%	0%	24%[57.1 µM]	-8%	8%	-9%	6%
CCNC(=O)COC(=O)C1CCC(=O)N(c2ccc(OC)cc2)C1c1ccc(OC)cc1 (stereo unspecified)
→ -4%	-18%	-13%	0%	-10%	-2%	21%	-3%	-6%
COc1ccccc1NC(=O)Cn1nc(C(F)(F)F)c2c1CCCC2
→ -7%	-1%	2%	0%	-8%[57.1 µM]	1%	16%	-5%	-11%
CCC(=O)N1CCc2cc(Br)cc(S(=O)(=O)CCC(=O)NCc3ccc(Cl)cc3)c21
→ -21%	-9%	4%	11%	12%	0%	28%	-21%	2%
COc1ccc(O)c(/C=N\NC(=O)CCn2nnc3ccccc32)c1
→ 5%	-6%	-4%	-6%	7%	9%	38%	2%	13%
CCOC(=O)NC(=O)c1cn(CCNCCO)c(=O)[nH]c1=O
→ -3%	-4%	6%	8%	17%[57.1 µM]	2%	12%	-1%	-5%
O=C(Nc1nonc1NC(=O)c1cccs1)c1cccs1
→ -10%	-14%	-7%	2%	7%[57.1 µM]	i	23%	-9%	0%
CCn1c2ccccc2c2cc(NC(=O)CSc3nnc(-c4cccc(C)c4)o3)ccc21
→ -4%	-18%	4%	5%	-6%	0%	3%	-7%	-1%
CCn1nc(C(=O)Nc2cccc(C(F)(F)F)c2)c(Cl)c1Cl
→ -25%	-7%	0%	1%	-2%[57.1 µM]	i	38%	38%[activator]	-9%
Cc1cc(-c2ccco2)n(CC(=O)NCCCc2ccccc2)n1
→ -19%	-16%	-3%	1%	2%	10%	43%[activator]	-22%	-2%
CCOC1OC(=O)C(Cl)=C1Nc1ccc(C)cc1C (stereo unspecified)
→ ?	-7%	1%	-5%	23%	-1%	1%	-11%&-15%	19%
CCCCNc1ccc2c3c(cccc13)C(=O)N(CCCC)C2=O
→ -9%	171%[activator]	?	?	4%[57.1 µM]	i	258%[activator]	0%	-5%
CC1=C(C(=O)Nc2ccc(C)cc2C)C(c2cccn2C)n2ncnc2N1 (stereo unspecified)
→ 5%	2%	-1%	-1%	15%[57.1 µM]	0%	24%[57 µM]	0%	22%
O=C(CNC(=O)c1ccncc1)N/N=C/c1ccc(Br)cc1
→ -12%	-12%	3%	4%	17%	i	68%[activator]	15%	-1%
CC1=NN(C(=O)CCCc2ccccc2)C(O)(C(F)(F)F)C1 (stereo unspecified)
→ -33%	2%	-8%	-1%	0%[57.1 µM]	-2%	41%	5%	-1%
Cc1ccc(-c2nc3nc(C)cc(N4CCN(c5cccc(C)c5)C(C)C4)n3n2)cc1 (stereo unspecified)
→ -4%	?	8%	20%	1%	-4%	-14%	?	-24%
CCOc1ccc2oc(C(=O)N3CCCN(C)CC3)c(C)c2c1
→ -15%	-6%	nt	-6%	-7%	6%	38%[activator]	0%	18%
Cc1cc(NC(=O)CCC(=O)N(Cc2ccco2)C2(C(=O)NC3CCCC3)CCC(C)CC2)no1 (stereo unspecified)
→ -17%	6%	-13%	-6%	33%[activator][57.1 µM]	0%	17%	-22%	-11%
Cc1cc(NC(=O)CCC(=O)N(Cc2ccco2)C2(C(=O)NC3CCCCC3)CCCC(C)C2)no1 (stereo unspecified)
→ 20%	-16%	-1%	1%	13%[57.1 µM]	4%	4%	18%	-1%
COc1cccc(-c2nc(NC3CCCC3)c3ccccc3n2)c1O
→ -3%	?	4%	-8%	2%	i	-16%	nt	18%
Cc1ccc(-n2ncc3c2CC(C)(C)CC3NC(=O)CN2CCCC2=O)cc1 (stereo unspecified)
→ 39%	-2%	-14%	-5%	-1%	2%	23%	i	6%
Cc1ccc(-c2nc(N)s[n+]2-c2ccccc2)cc1
→ -30%	28µM*	5%	7%	-13%	-3%	?	?	?
O=C(Cc1ccc(Cl)cc1)Nc1ncc([N+](=O)[O-])s1
→ -18%	-31%	-2%	-5%	9%[57.1 µM]	0%	-5%	?	3%
O=C(NCc1ccco1)c1ccc([N+](=O)[O-])cc1Cl
→ -1%	-18%	21%	3%	-14%	-9%	22%	2%	0%
Cc1cc(C(=O)N2CCN(c3ccc(F)cc3)CC2)c2c(C)nn(-c3cccc(Cl)c3C)c2n1
→ -8%	-30%	4%	-1%	16%	-3%	28%	3%	2%

# A different layout for part of the listing above.
smiles | RGS4 inh | JMJD2A Tudor inh | ERG Ets-DNA blk | Pin1 inhibitor | rTrxR1 inhibitor | PGK inhibitor | HP1b chromo inh | ALOX12 inh | GLS inhibitor
CCCCNc1ccc2c3c(cccc13)C(=O)N(CCCC)C2=O | -9% | 171%[activator] | ? | ? | 4%[57.1 µM] | i | 258%[activator] | 0% | -5%
CCn1c2ccccc2c2cc(NC(=O)CSc3nnc(-c4cccc(C)c4)o3)ccc21 | -4% | -18% | 4% | 5% | -6% | 0% | 3% | -7% | -1%
O=C(CNC(=O)c1ccncc1)N/N=C/c1ccc(Br)cc1 | -12% | -12% | 3% | 4% | 17% | i | 68%[activator] | 15% | -1%
Cc1cc(C(=O)N2CCN(c3ccc(F)cc3)CC2)c2c(C)nn(-c3cccc(Cl)c3C)c2n1 | -8% | -30% | 4% | -1% | 16% | -3% | 28% | 3% | 2%
O=C(NCc1ccco1)c1ccc([N+](=O)[O-])cc1Cl | -1% | -18% | 21% | 3% | -14% | -9% | 22% | 2% | 0%

# Screens (PubChem BioAssay)
